Large T inhibition = SV40 large T antigen inhibitors, biochemical (AID 1903) | inhibition, % at 20 µM; hits with a dose series show IC50 in µM | SV40 large T antigen ATPase/helicase inhibition assay; higher % means a stronger effect | 310,000 compounds, 0.39% hits; in the data active means a potency from the dose series; further: strong numbers were not always called active
LYP inhibition = inhibitors of LYP phosphatase, biochemical, fluorescence intensity, uHTS (AID 1779) | recombinant LYP phosphatase, fluorescence intensity; higher % means a stronger effect | one-dose inhibition, % at 11.5 µM; IC50 in µM for titrated hits | 290,000 compounds, 0.054% hits; in the data active means inhibition above about 50%;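 further: plate controls were vehicle with enzyme for no effect and no enzyme for full effect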
RSV antiviral HEp-2 = RSV antiviral activity via CPE protection, HEp-2 cells, primary 10 µM value included (AID 2391); HEp-2 cells, RSV-induced CPE inhibition; higher % means a stronger effect; CPE inhibition, % at 10 µM, or IC50 in µM where a hit was titrated; 310,000 compounds, 0.13% hits; in the data active means a potency from the dose series; further: strong numbers were not always called active
GPR35 arrestin U2OS = GPR35 antagonists blocking zaprinast-driven arrestin recruitment, primary screen, imaging, U2OS, beta-arrestin-GFP, zaprinast agonist (AID 2058) | G-protein coupled receptor 35 (Homo sapiens) | U2OS GPR35 beta-arrestin-GFP translocation imaging, zaprinast antagonism; higher % means a stronger effect | inhibition, % at 10 µM, or IC50 in µM where a hit was titrated | 290,000 compounds, 0.052% hits;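 active means inhibition of at least 50% with at least 30 cells and total cytoplasm GFP at most 10,000,000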
Salmonella PhoP GFP = inhibitors of PhoP regulon expression, primary screen, Salmonella Typhimurium, GFP reporter (AID 1863); S. Typhimurium PhoP-regulated promoter GFP reporter, 4 h; higher % means a stronger effect; 300,000 compounds, 0.16% hits; one-dose inhibition, % at 50 µM; IC50 in µM for titrated hits;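 active means inhibition over 29.93%, a cutoff 3 SD above the screen mean, later confirmed by dose response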;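 further: 0% = low Mg2+ inducing control and 100% = high Mg2+ repressing control; strong numbers were not always called active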
West Nile antiviral = West Nile virus antiviral activity, cell-based, CPE readout (AID 1621); West Nile virus-infected cells, CPE inhibition; higher % means a stronger effect; CPE inhibition, % at 10 µM; hits with a dose series show IC50 in µM; 290,000 compounds, 0.02% hits; in the data active means a potency from the dose series; further: strong numbers were not always called active
Rac1 GTP hydrolysis = MgcRacGAP GTPase-activating activity inhibitors, confirmation, biochemical, ADP Hunter fluorescence; MgcRacGAP-stimulated Rac1 GTP hydrolysis, ADP Hunter fluorescence; higher % means a stronger effect; GST-tagged Rac1 F28L mutant substrate; Rac GTPase-activating protein 1 (Homo sapiens); one-dose inhibition, % at 30 µM; IC50 in µM for titrated hits; 340,000 compounds, 0.6% hits;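 active means first-screen hits whose inhibition reached a set limit at any dose in the follow-up dose series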;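 further: fluorescence reports GDP produced by GAP-driven GTP hydrolysis; strong numbers were not always called active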
CSM14.1 death rescue = rescue of cells from ER stress-induced death, primary screen, 384-well, CSM14.1, thapsigargin, ATP luminescence (AID 1222); CSM14.1 thapsigargin-induced death rescue, ATP luminescence; higher % means a stronger effect; cellular ATP content (survival), % at 20 µM; hits with a dose series show EC50 in µM; 190,000 tested, under 10 active;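 active means EC50 below 50 µM in the dose-response confirmation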;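 further: death triggered by thapsigargin at about 15 µM added after 2 h compound pretreatment; cell ATP read after overnight thapsigargin exposure of roughly 18 to 22 hours; normalized against plate controls of thapsigargin alone and 5% DMSO vehicle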
Dengue-2 NS5 capping = Dengue-2 NS5 methyltransferase inhibitors, primary screen, biochemical, confirmation dose response (AID 588689); 340,000 compounds, 0.3% hits; one-dose inhibition, % at 25 µM; IC50 in µM for titrated hits; Genome polyprotein (Dengue virus type 2 (strain 16681-PDK53)); Dengue-2 NS5 methyltransferase capping enzyme assay, biochemical; higher % means a stronger effect; in the data active means a potency from the dose series
Dengue-2 NS5 capping pilot replicate = recorded beside Dengue-2 NS5 capping, whose call it bears; inhibition, %; measured here: pilot screen replicate inhibition
Numbers without * were called inactive.

Results for O=C(NC(=S)Nc1nc2c(s1)CCCC2)c1ccccc1 ?
Large T inhibition: 1%; LYP inhibition: -4%; RSV antiviral HEp-2: 2.7%; GPR35 arrestin U2OS: 7%; Salmonella PhoP GFP: 17%; West Nile antiviral: 0.5%; Rac1 GTP hydrolysis: 8%; CSM14.1 death rescue: -2.2%; Dengue-2 NS5 capping: -5%

Results for COCC(C)n1c(C)cc(C(=O)COC(=O)C2=NN(c3ccccc3)C(=O)CC2)c1C (centres undefined) ?
Large T inhibition: 2%; LYP inhibition: -4%; RSV antiviral HEp-2: -0.7%; GPR35 arrestin U2OS: 3%; Salmonella PhoP GFP: 7%; West Nile antiviral: 0.2%; Rac1 GTP hydrolysis: 9%; CSM14.1 death rescue: 0.4%; Dengue-2 NS5 capping: -2%

Results for Cc1ccnc(Nc2nc(-c3ccc(O)c(O)c3)cs2)c1 ?
Large T inhibition: 33%; LYP inhibition: -2%; RSV antiviral HEp-2: 10.0%; GPR35 arrestin U2OS: -5%; Salmonella PhoP GFP: 7%; West Nile antiviral: -1.0%; Rac1 GTP hydrolysis: 41µM*; Dengue-2 NS5 capping: 17%

Results for CC(C)OC(=O)Nc1ccc2c(c1)N(C(=O)N1CCN(C)CC1)c1ccccc1CC2 ?
Large T inhibition: 13%; LYP inhibition: -7%; RSV antiviral HEp-2: -0.8%; GPR35 arrestin U2OS: -14%; Salmonella PhoP GFP: 6%; West Nile antiviral: -0.9%; Rac1 GTP hydrolysis: 18%; Dengue-2 NS5 capping: 1%

What do the screens show for `COc1ccc(CCNC(=O)C2CCCN(S(=O)(=O)c3cc(C)ccc3OC)C2)cc1OC` (centres undefined)?
Large T inhibition: -2%; LYP inhibition: -12%; RSV antiviral HEp-2: 0.1%; GPR35 arrestin U2OS: 10%; Salmonella PhoP GFP: 3%; West Nile antiviral: -0.3%; Rac1 GTP hydrolysis: 10%; Dengue-2 NS5 capping: -6%

Results for CCC1CCCCN1C(=O)c1nn2cccnc2c1Cl (centres undefined) ?
Large T inhibition: -2%; LYP inhibition: 2%; RSV antiviral HEp-2: 1.6%; GPR35 arrestin U2OS: -5%; Salmonella PhoP GFP: 9%; West Nile antiviral: 0.1%; Rac1 GTP hydrolysis: 3%; Dengue-2 NS5 capping: -6%

What do the screens show for `COC(=O)[C@@H]1C[C@@]2(O)[C@@H](O)[C@@H](O)[C@@H](O)C[C@H]2N1Cc1ccc(-c2ccccc2)cc1`?
Large T inhibition: 6%; LYP inhibition: -7%; RSV antiviral HEp-2: 0.0%; GPR35 arrestin U2OS: -6%; Salmonella PhoP GFP: -1%; West Nile antiviral: 0.3%; Rac1 GTP hydrolysis: 5%; Dengue-2 NS5 capping: 0%

Results for Cc1ccc(CNC(=O)C(=O)NCCC2CCCCN2S(=O)(=O)c2cccs2)cc1 (centres undefined) ?
Large T inhibition: 25%; RSV antiviral HEp-2: 3.9%; Salmonella PhoP GFP: -5%; Rac1 GTP hydrolysis: 0%; Dengue-2 NS5 capping: 1%

How did CSc1nc(C)nc2c1c(=O)n(C)c(=O)n2C do in these assays?
Large T inhibition: 3%; LYP inhibition: -5%; RSV antiviral HEp-2: 0.7%; GPR35 arrestin U2OS: -1%; Salmonella PhoP GFP: -1%; West Nile antiviral: 0.1%; Rac1 GTP hydrolysis: 4%; CSM14.1 death rescue: -1.9%; Dengue-2 NS5 capping: -3%

Results for CCCC(=O)N(c1ccc2oc(C)c(C(C)=O)c2c1)S(=O)(=O)c1ccc(C(=O)O)cc1 ?
Large T inhibition: 8%; LYP inhibition: -2%; RSV antiviral HEp-2: 1.0%; GPR35 arrestin U2OS: -4%; Salmonella PhoP GFP: 6%; West Nile antiviral: 1.6%; Rac1 GTP hydrolysis: 8%; Dengue-2 NS5 capping: -5%

How did FC(F)(F)C12CC(c3ccccc3)=NCCN1CCN2 (centres undefined) do in these assays?
Large T inhibition: 1%; LYP inhibition: 0%; RSV antiviral HEp-2: -0.6%; GPR35 arrestin U2OS: 12%; Salmonella PhoP GFP: 12%; West Nile antiviral: 0.0%; Rac1 GTP hydrolysis: 1%; CSM14.1 death rescue: -0.5%; Dengue-2 NS5 capping: -2%

What do the screens show for `CS(=O)(=O)N(CC(N)=O)c1ccc2c(c1)OCO2`?
Large T inhibition: 2%; LYP inhibition: -6%; RSV antiviral HEp-2: 1.2%; GPR35 arrestin U2OS: -5%; Salmonella PhoP GFP: -1%; West Nile antiviral: 0.2%; Rac1 GTP hydrolysis: 11%; CSM14.1 death rescue: 0.8%; Dengue-2 NS5 capping: 2%

How did CC(C)n1cc(CN2CCC(C(=O)Nc3cccc(-c4cscn4)c3)CC2)cn1 do in these assays?
Large T inhibition: 6%; LYP inhibition: -13%; RSV antiviral HEp-2: 0.6%; GPR35 arrestin U2OS: 3%; Salmonella PhoP GFP: -5%; West Nile antiviral: -1.1%; Rac1 GTP hydrolysis: 13%; Dengue-2 NS5 capping: -3%

Results for O=S(=O)(c1ccc(F)cc1)N1CCN(c2nc(-c3ccc(F)cc3)cs2)CC1 ?
Large T inhibition: -2%; LYP inhibition: 1%; RSV antiviral HEp-2: 0.1%; GPR35 arrestin U2OS: 3%; Salmonella PhoP GFP: -14%; West Nile antiviral: 0.0%; Rac1 GTP hydrolysis: 13%; CSM14.1 death rescue: 0.1%; Dengue-2 NS5 capping: 1%

Results for O=C(O)CCCN1C(=O)C2C3C=CC(C2C1=O)C1C(=O)N(CCCC(=O)O)C(=O)C31 (centres undefined) ?
Large T inhibition: 8%; LYP inhibition: -8%; RSV antiviral HEp-2: 1.2%; GPR35 arrestin U2OS: 13%; Salmonella PhoP GFP: -6%; West Nile antiviral: 0.4%; Rac1 GTP hydrolysis: 9%; Dengue-2 NS5 capping: -2%; Dengue-2 NS5 capping pilot replicate: 2.7

How did COCCCNC(=O)c1ccccc1-c1cc(C)no1 do in these assays?
Large T inhibition: 11%; LYP inhibition: -1%; RSV antiviral HEp-2: 2.4%; GPR35 arrestin U2OS: 0%; Salmonella PhoP GFP: -9%; West Nile antiviral: 1.2%; Rac1 GTP hydrolysis: 2%; Dengue-2 NS5 capping: 2%

Results for O=C(CNC(=O)c1ccc(Br)cc1)NCC(=O)OCc1ccc(Cl)cc1 ?
Large T inhibition: 5%; LYP inhibition: 6%; RSV antiviral HEp-2: 0.9%; GPR35 arrestin U2OS: -14%; Salmonella PhoP GFP: -13%; West Nile antiviral: 0.4%; Rac1 GTP hydrolysis: 11%; CSM14.1 death rescue: 0.5%; Dengue-2 NS5 capping: -6%

What do the screens show for `OCC1(CC2CCCCO2)CCN(Cc2ccccc2-c2ccco2)CC1` (centres undefined)?
Large T inhibition: 4%; LYP inhibition: -8%; RSV antiviral HEp-2: -1.1%; GPR35 arrestin U2OS: 9%; Salmonella PhoP GFP: -6%; West Nile antiviral: 1.1%; Rac1 GTP hydrolysis: 1%; CSM14.1 death rescue: -3.9%; Dengue-2 NS5 capping: -1%

What do the screens show for `Cc1ccc(NC(=O)COC(=O)CCc2ccccc2)c(Cl)c1`?
Large T inhibition: 9%; LYP inhibition: 0%; RSV antiviral HEp-2: 1.6%; GPR35 arrestin U2OS: 0%; Salmonella PhoP GFP: -4%; West Nile antiviral: -0.6%; Rac1 GTP hydrolysis: 7%; Dengue-2 NS5 capping: -2%

How did FC(F)(F)c1ccc(N2CCOCC2)c(NC2=NCCCCC2)c1 do in these assays?
Large T inhibition: 12%; LYP inhibition: -7%; RSV antiviral HEp-2: 0.3%; GPR35 arrestin U2OS: -12%; Salmonella PhoP GFP: -2%; West Nile antiviral: 0.1%; Rac1 GTP hydrolysis: 7%; CSM14.1 death rescue: 0.9%; Dengue-2 NS5 capping: 3%

What do the screens show for `CCC1=C2CC[C@H]3C(=O)N(CC(=O)OC)C(=O)[C@H]3[C@H]2[C@@]2(C)C(=NCC(=O)OC)OC(=O)N2C1=O`?
Large T inhibition: 3%; LYP inhibition: -13%; RSV antiviral HEp-2: -0.9%; GPR35 arrestin U2OS: 13%; Salmonella PhoP GFP: 2%; West Nile antiviral: 0.0%; Rac1 GTP hydrolysis: 10%; Dengue-2 NS5 capping: 2%

What do the screens show for `CSCCCc1cn([C@@H](CO)C(=O)NCCCCCCCCCCC(=O)N2CCNCC2)nn1`?
Large T inhibition: 16%; RSV antiviral HEp-2: -0.7%; Salmonella PhoP GFP: -2%; Rac1 GTP hydrolysis: 2%; Dengue-2 NS5 capping: 2%

Results for CCOCC(=O)Nc1ccc(C)c(Cl)c1 ?
Large T inhibition: 20%; LYP inhibition: -3%; RSV antiviral HEp-2: 1.6%; GPR35 arrestin U2OS: -4%; Salmonella PhoP GFP: -3%; West Nile antiviral: 0.1%; Rac1 GTP hydrolysis: -8%; CSM14.1 death rescue: -0.6%; Dengue-2 NS5 capping: 3%

Results for CC(C)Oc1ccc(Cl)cc1Nc1nc(NCCO)nc(N2CCCC2)n1 ?
Large T inhibition: 0%; RSV antiviral HEp-2: -5.0%; Salmonella PhoP GFP: -14%; West Nile antiviral: 0.7%; Rac1 GTP hydrolysis: 10%; Dengue-2 NS5 capping: -7%

How did Cc1cc(=O)c2c(C)ccc(C)c2[nH]1 do in these assays?
Large T inhibition: 7%; LYP inhibition: -3%; RSV antiviral HEp-2: 0.8%; GPR35 arrestin U2OS: 8%; Salmonella PhoP GFP: 2%; West Nile antiviral: -0.1%; Rac1 GTP hydrolysis: 7%; Dengue-2 NS5 capping: 3%

What do the screens show for `CN1CC(=O)N(CC(=O)N2N=C(c3ccc(Cl)cc3)CC2c2ccco2)C1=O` (centres undefined)?
Large T inhibition: 10%; LYP inhibition: -4%; RSV antiviral HEp-2: 1.6%; GPR35 arrestin U2OS: 14%; Salmonella PhoP GFP: -14%; West Nile antiviral: -1.5%; Rac1 GTP hydrolysis: -8%; CSM14.1 death rescue: 1.3%; Dengue-2 NS5 capping: -2%

How did CC(C)(C)c1ccc(C(=O)N/N=C/c2cccc(Cl)c2)cc1 do in these assays?
Large T inhibition: 2%; LYP inhibition: 1%; RSV antiviral HEp-2: 2.6%; GPR35 arrestin U2OS: -10%; Salmonella PhoP GFP: -6%; West Nile antiviral: -0.5%; Rac1 GTP hydrolysis: 15%; CSM14.1 death rescue: -4.2%; Dengue-2 NS5 capping: -5%; Dengue-2 NS5 capping pilot replicate: -4.9

What do the screens show for `CCCC(=O)Nc1ccc(C(=O)NCC2CCCO2)cc1` (centres undefined)?
Large T inhibition: 2%; LYP inhibition: -9%; RSV antiviral HEp-2: -0.4%; GPR35 arrestin U2OS: 3%; Salmonella PhoP GFP: 11%; West Nile antiviral: -0.4%; Rac1 GTP hydrolysis: 6%; CSM14.1 death rescue: -0.6%; Dengue-2 NS5 capping: 0%; Dengue-2 NS5 capping pilot replicate: -0.9
